PrPC TRFRET: inhibitors of human cell surface prion protein PrPC | AID 720596 | TR-FRET read-out | inhibition, % at 13.8 µM | hit rate 0.43% among 370,000 | P04156; in the data active means inhibition above about 24%; further: 0% = median of the test wells and 100% = reference compound wells
Mtb FBA inh: inhibits M. tuberculosis FBA enzyme; purified M. tuberculosis FBA, fluorescence read-out; inhibition, % at 1 µM; hit rate 2.3% among 360,000; in the data active means inhibition above about 27%;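 further: 0% = vehicle and 100% = reference inhibitor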
Target sequence (P9WQA3 whole entry, looked up): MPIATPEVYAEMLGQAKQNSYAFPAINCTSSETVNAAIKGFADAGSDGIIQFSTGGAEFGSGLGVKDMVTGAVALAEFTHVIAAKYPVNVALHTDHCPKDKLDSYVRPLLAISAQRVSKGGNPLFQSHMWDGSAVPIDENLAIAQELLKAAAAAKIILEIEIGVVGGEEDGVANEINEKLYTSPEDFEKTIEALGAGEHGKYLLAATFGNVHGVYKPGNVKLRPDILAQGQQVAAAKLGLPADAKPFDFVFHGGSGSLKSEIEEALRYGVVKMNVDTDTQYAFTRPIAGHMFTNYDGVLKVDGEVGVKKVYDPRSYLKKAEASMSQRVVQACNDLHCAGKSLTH
Mtb UGM inh: Mtb UDP-galactopyranose mutase inhibition. P9WIQ1. purified UGM, fluorescence polarization probe displacement. inhibition, % at 10 µM. hit rate 0.06% among 320,000; in the data active means inhibition above about 10%, passing the limit was not always enough; inconclusive means no clear call, values can overlap the other calls
Target sequence (P9WIQ1 whole entry, looked up): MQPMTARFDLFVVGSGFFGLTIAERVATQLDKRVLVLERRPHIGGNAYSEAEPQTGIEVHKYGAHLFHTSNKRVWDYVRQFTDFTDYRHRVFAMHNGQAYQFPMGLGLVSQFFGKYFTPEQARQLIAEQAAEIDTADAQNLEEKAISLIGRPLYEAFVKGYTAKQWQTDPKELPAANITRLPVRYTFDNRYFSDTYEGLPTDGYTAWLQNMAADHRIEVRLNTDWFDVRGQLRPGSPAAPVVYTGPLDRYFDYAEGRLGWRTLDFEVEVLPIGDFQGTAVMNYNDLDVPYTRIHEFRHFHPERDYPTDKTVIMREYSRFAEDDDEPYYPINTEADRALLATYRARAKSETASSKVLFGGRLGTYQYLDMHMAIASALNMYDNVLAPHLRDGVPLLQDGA
BoNT A protease: inhibitors of Botulinum neurotoxin A light chain protease; multiplex microsphere protease substrate cleavage, flow cytometry; inhibition, % at 10 µM; hit rate 0.17% among 360,000; AID 588499; in the data active means inhibition above about 30%; inconclusive means no clear call, values can overlap the other calls; further: plate controls were buffer without enzyme for full effect and enzyme alone for no effect
FadD28 FP inh: inhibitors of Mycobacterium tuberculosis FadD28 bisubstrate binding; FadD28 bisubstrate probe binding, fluorescence polarization; hit rate 0.22% among 360,000; inhibition, % at 12.5 µM; AID 588549; in the data active means inhibition above about 8.5%, passing the limit was not always enough; inconclusive means no clear call, values can overlap the other calls
BoNT F protease: inhibitors of Botulinum neurotoxin F light chain protease | hit rate 0.22% among 360,000 | inhibition, % at 10 µM | Multiplex microsphere protease cleavage assay, flow cytometry; in the data active means inhibition above about 35%, passing the limit was not always enough; inconclusive means no clear call, values can overlap the other calls; further: plate controls were buffer without enzyme for full effect and enzyme alone for no effect
BioA inh: inhibitors of Mycobacterium tuberculosis BioA enzyme. hit rate 0.096% among 360,000. AID 602481. inhibition, % at 9.99 µM. purified M. tuberculosis BioA enzyme, plate reader; in the data active means inhibition above about 40%; inconclusive means no clear call, values can overlap the other calls
GDH-TPI counter: counter-screen for M. tuberculosis FBA inhibitors: GDH-TPI coupled enzymes. GDH-TPI coupled enzyme counterscreen, NADH absorbance. inhibition, % at 4.8 µM. AID 588335. hit rate 1.2% among 360,000;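 further: 0% = DMSO wells and 100% = wells lacking the enzyme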
CCHF vOTU inh: CCHFV vOTU protease inhibition | Pep-AMC fluorescence | inhibition, % at 11.5 µM | hit rate 0.55% among 370,000 | AID 651958; further: 0% = vehicle wells with enzyme and 100% = no enzyme wells
Active calls of the source: *; ? = inconclusive; / = no result given. Unless noted, no stated cut-off is given here; in the data, active means inhibition above about 30%; inactive means the rest.

no.	molecule	Mtb FBA inh	PrPC TRFRET	FadD28 FP inh	Mtb UGM inh	CCHF vOTU inh
1	COc1ccccc1NC(=O)CSc1nnnn1-c1ccc(C(=O)O)cc1	4	-3	-0.6	-0.5	-10
2	Cc1cc2oc(=O)cc(CN(C)Cc3ccccc3Cl)c2cc1C	0	2	-0.3	-1.4	0
3	CC(=O)Nc1ccc(NC(=O)C(C)OC(=O)CN2C(=O)C3CCCCC3C2=O)cc1 (configuration not stated)	1	1	-0.1	/	-6
4	N/C(=N\OC(=O)CCC1CCCCC1)c1ccc([N+](=O)[O-])cc1	3	-1	-2.2	0.4	3
5	ClCC1=Nc2ccccc2Cc2ccccc21	3	-4	-3.4	-0.9	2
6	CC(C)(C)c1cc(=O)[nH]c(SCc2ccccc2)n1	0	4	-1.0	0.4	3
7	COc1cc(CNc2cccc(C(=O)O)c2)cc(Br)c1OCC(=O)NC(C)(C)C	17	1	-1.2	1.3	-8
8	Cc1cccc(C)c1NC(=O)N1C(C(=O)O)CSC1C(=O)O (configuration not stated)	1	3	2.1	0.2	-11

no.	BoNT F protease	GDH-TPI counter	BoNT A protease	BioA inh
1	-4	0	-0.7	/
2	-13	6	-7.0	/
3	7	-3	4.4	-1.1
4	-6	6	-0.2	2.4
5	-13	4	0.1	-1.8
6	4	5	1.1	/
7	-6	5	-0.2	/
8	6	1	0.3	-0.7

Continued.
no.	molecule	Mtb FBA inh	PrPC TRFRET	FadD28 FP inh	Mtb UGM inh	CCHF vOTU inh
9	Cc1ccc(SCC(=O)NCCCc2ccccc2)cc1	1	-2	-2.8	-0.5	-5
10	CC(C)[C@@H](N)C(=O)NCC1CCC(C(=O)N[C@@H](Cc2ccccc2)C(=O)O)CC1 (some centres not stated)	4	-6	-0.8	0.0	-6
11	ClCc1nc2ccccc2c2ccccc12	4	9	-3.4	3.6	7
12	CN(C)/C=C1\C(=O)N(c2ccc(Cl)cc2)CS1(=O)=O	0	-2	-3.9	2.6	-2
13	O=C(Nc1ccc(F)cc1)c1sc2cc(C(F)(F)F)cnc2c1-c1cccs1	2	-9	-2.9	1.1	14
14	CCOC(=O)Nc1ccc2nc(Sc3ccc(Cl)cc3)sc2c1	4	21	-2.5	-0.6	-4
15	COc1ccccc1/C=N/NC(=O)c1cccc2ccccc12	-1	3	-3.0	-0.1	-3
16	C=CCC1(N(C(C)=O)c2ccccc2C)CCCCC1	-2	0	-1.3	-1.9	17

no.	BoNT F protease	GDH-TPI counter	BoNT A protease	BioA inh
9	-4	7	0.3	-1.6
10	4	8	-0.7	-0.5
11	4	7	0.8	-1.9
12	-2	-1	-1.4	-1.9
13	11	19	1.0	/
14	-12	3	3.6	-0.4
15	-15	9	-4.0	-1.7
16	-6	4	-0.4	/

Next records follow.
no.	molecule	Mtb FBA inh	PrPC TRFRET	FadD28 FP inh	Mtb UGM inh	CCHF vOTU inh
17	O=C(CCC(=O)NNC(=O)Nc1ccc(Cl)cc1)NCc1ccccc1	-1	/	-0.2	-2.4	/
18	Cc1ccc(C2(C)NC(=O)N(CC(=O)N3CCN(S(=O)(=O)c4ccccc4[N+](=O)[O-])CC3)C2=O)cc1 (configuration not stated)	2	-2	-2.2	/	-10
19	O=c1c2ccccc2[nH]c(=S)n1-c1cccc(Cl)c1	1	-2	-3.0	/	7
20	CCNc1nc(NC(C)CC)nc(Oc2ccc(OCC)nn2)n1 (configuration not stated)	1	6	0.8	3.1	7
21	O=[N+]([O-])c1ccc2nc(SCc3cn4cc(Cl)ccc4n3)[nH]c2c1	0	-6	-1.5	0.1	4
22	O=C(NCC1CCCO1)c1cc2c([nH]c3ccccc32)c(-c2cccc(Br)c2)n1 (configuration not stated)	13	8	-11	0.1	-8
23	Cc1cccn2cc(-c3ccc(S(=O)(=O)N4CCCCC4)cc3)nc12	135*	5	-7.9	-1.4	-83
24	O=C(c1ccc(Br)s1)N1CCN(C/C=C/c2ccccc2)CC1	-1	-12	-4.2	0.3	0

no.	BoNT F protease	GDH-TPI counter	BoNT A protease	BioA inh
17	0	10	0.8	-1.3
18	-4	2	-1.5	-1.3
19	-3	9	-0.2	-0.9
20	-4	4	0.4	0.2
21	-5	11	-0.4	/
22	-3	3	-0.1	-1.6
23	4	8	0.6	/
24	-8	-11	-4.1	/

Part of the list above in order of heavy-atom count, high to low:
no.	molecule	Mtb FBA inh	PrPC TRFRET	FadD28 FP inh	Mtb UGM inh	CCHF vOTU inh
17	O=C(CCC(=O)NNC(=O)Nc1ccc(Cl)cc1)NCc1ccccc1	-1	/	-0.2	-2.4	/
20	CCNc1nc(NC(C)CC)nc(Oc2ccc(OCC)nn2)n1 (configuration not stated)	1	6	0.8	3.1	7
24	O=C(c1ccc(Br)s1)N1CCN(C/C=C/c2ccccc2)CC1	-1	-12	-4.2	0.3	0

no.	BoNT F protease	GDH-TPI counter	BoNT A protease	BioA inh
17	0	10	0.8	-1.3
20	-4	4	0.4	0.2
24	-8	-11	-4.1	/

Other records follow:
no.	molecule	Mtb FBA inh	PrPC TRFRET	FadD28 FP inh	Mtb UGM inh	CCHF vOTU inh
25	COc1ccccc1-c1ccc2c(c1)C(C)(Cc1ccc(Cl)c(Cl)c1)C(=O)N2 (configuration not stated)	-3	-5	-3.6	/	12
26	O=c1oc2ccccc2cc1-c1nnc(-c2cccc(Br)c2)o1	4	0	-2.2	1.4	0
27	Cc1ccccc1C(=O)N1CCN(C(c2ccccc2)c2ccccc2)CC1	-1	6	-1.4	3.1	7
28	COc1ccccc1C(=O)NNC(=O)CCN1C(=O)/C(=C\c2ccccc2)SC1=S	1	0	-2.8	-1.2	-7
29	Cc1ccc(-c2csc(N3CCN(S(=O)(=O)c4ccc5c(c4)NC(=O)CO5)CC3)n2)cc1	-2	-2	0.4	0.7	12
30	C=CCn1c(-c2cc3cccc(OC)c3o2)n[nH]c1=S	44*	-1	0.9	0.2	-27
31	O=C(COc1ccc(S(=O)(=O)N2CCCC2)cc1Cl)NCc1ccco1	-1	-1	-5.5	-1.2	6
32	COc1ccc(CCNC(=O)C(=O)NCCOc2ccccc2Cl)cc1OC	3	2	-2.1	-3.2	-10

no.	BoNT F protease	GDH-TPI counter	BoNT A protease	BioA inh
25	-1	-4	-0.5	-1.4
26	/	7	/	/
27	?	-4	?	/
28	1	4	0.5	/
29	4	8	0.7	-0.3
30	-3	10	-1.0	/
31	0	3	0.6	-0.1
32	-2	-2	-0.4	/

Along the list, from the results shown:
Entries 25 to 30 in Mtb UGM inh read /, 1.4, 3.1, -1.2, 0.7, 0.2

The listing continues:
no.	molecule	Mtb FBA inh	PrPC TRFRET	FadD28 FP inh	Mtb UGM inh	CCHF vOTU inh
33	Cc1ccc(NC(=O)NCc2ccc3c(c2)OCO3)c(C)c1	-1	0	-0.9	0.1	-6
34	COc1ccc2c(c1)CCCC2NS(=O)(=O)OCC(Cl)(Cl)Cl (configuration not stated)	7	-1	-0.9	0.1	2
35	COc1cccc(-c2csc(N3CCN(CC(=O)Nc4ccc5c(c4)OCO5)CC3)n2)c1	5	4	-1.6	-0.5	7
36	COc1ccccc1-c1sc2cc3c(cc2c1-c1ccc(OCCN2CCCCC2)cc1)OCO3	10	4	-10	1.4	8
37	CCN(CC)C(=O)CSc1nc(N)c(C#N)c(-c2cccs2)c1C#N	-1	63*	0.1	-1.8	-14
38	COc1ccc(-c2ccc3c(c2)S(=O)(=O)c2cccc(C(=O)N4CCN(C5CCCCC5)CC4)c2C3=O)cc1OC	-1	-37	-0.9	-0.3	2
39	CCOC(=O)c1c(C)n(C)c2ccc(O)c(CN3CCC(C)CC3)c12	0	/	0.2	-0.7	/
40	CCN(CC)c1ccc(NC(=O)c2ccccc2OCC(=O)OC)cc1	1	-2	0.1	-1.3	9

no.	BoNT F protease	GDH-TPI counter	BoNT A protease	BioA inh
33	-3	-1	-0.3	-0.9
34	7	16	0.2	-24
35	-10	4	-1.7	-1.6
36	-15	17	0.0	-0.7
37	-1	24	?	-0.9
38	8	16	3.8	-2.3
39	-4	4	0.5	-3.0
40	-3	2	-0.6	/

A different layout for some results above:
Each structure is followed by: Mtb FBA inh, PrPC TRFRET, FadD28 FP inh, Mtb UGM inh, CCHF vOTU inh, BoNT F protease, GDH-TPI counter, BoNT A protease, BioA inh
35	COc1cccc(-c2csc(N3CCN(CC(=O)Nc4ccc5c(c4)OCO5)CC3)n2)c1
  5, 4, -1.6, -0.5, 7, -10, 4, -1.7, -1.6
36	COc1ccccc1-c1sc2cc3c(cc2c1-c1ccc(OCCN2CCCCC2)cc1)OCO3
  10, 4, -10, 1.4, 8, -15, 17, 0.0, -0.7

Next results.
no.	molecule	Mtb FBA inh	PrPC TRFRET	FadD28 FP inh	Mtb UGM inh	CCHF vOTU inh
41	CCN(CC)S(=O)(=O)c1ccc2c(c1)nc(SCC(=O)N1CCOCC1)n2-c1ccccc1OC	2	-2	-1.6	0.5	-3
42	O=C(CSc1ccc(Cl)cc1)NC(=O)c1ccccc1	4	-2	-0.9	-1.4	4
43	CCN(C[C@H]1N[C@@](CC)(C(=O)OC)[C@H]2C(=O)N(C)C(=O)[C@@H]12)S(=O)(=O)c1ccc(C(C)(C)C)cc1	3	-4	1.3	-0.7	-1
44	CCOCCCN1CC(C(=O)NCCc2ccccc2)CC1=O (configuration not stated)	-1	-1	0.0	0.7	3
45	CCOC(=O)C1CCN(C(=O)c2cc3cc(Cl)ccc3[nH]2)CC1	3	-5	-0.4	0.5	3
46	N#Cc1cc2ccccc2nc1SCc1ccccn1	1	-13	-4.4	-2.4	12
47	O=C(NCN1CCc2ccccc2C1)c1cnccn1	-2	-5	-1.2	0.8	-10
48	O=C(NCCOc1cccc2cccnc12)c1cccs1	1	0	-2.4	-0.7	-12

no.	BoNT F protease	GDH-TPI counter	BoNT A protease	BioA inh
41	-3	-6	0.8	5.1
42	-6	0	-3.2	-1.7
43	-3	5	-0.4	-1.0
44	2	2	0.9	-0.2
45	2	-5	-1.9	5.8
46	2	-1	2.0	0.3
47	-11	-1	-0.4	0.7
48	-3	0	0.3	3.1

Other structures
no.	molecule	Mtb FBA inh	PrPC TRFRET	FadD28 FP inh	Mtb UGM inh	CCHF vOTU inh
49	CCN1C(=O)NC(c2ccc(Cl)cc2)C2=C1CCCC2=O (configuration not stated)	0	5	0.9	-0.4	-7
50	O=C(c1cccc(C(F)(F)F)c1)N1CCOC12CCN(c1ncc(C(F)(F)F)cc1Cl)CC2	1	6	-0.7	3.4	21
51	O=C1CCN(C(=O)Nc2ccccc2)N1	3	-4	-3.6	-0.1	-3
52	COc1ccccc1NOC(=O)CCOc1ccccc1	0	3	-0.6	/	0
53	CCc1ccc(NC(=O)C2C3CCC(O3)C2C(=O)O)cc1 (configuration not stated)	-1	0	-1.1	-1.7	-7
54	c1ccc(OCCOCCN2CCOCC2)cc1	-2	-7	-2.8	1.1	-7
55	O=C(NCc1ccc(F)cc1)C1CCCN(S(=O)(=O)c2ccc(Br)s2)C1 (configuration not stated)	2	7	-3.9	0.2	-8
56	CS(=O)(=O)c1ccc(S(=O)(=O)N2CCC(CO)(CCCc3ccccc3)CC2)cc1	0	8	-1.3	0.7	-1
57	CCN(CC)CCN(C(=O)c1ccc2ccccc2c1)c1nc2ccc(OC)cc2s1	1	-5	-4.8	0.5	10
58	O=C(CN1C(=O)NC2(CCOc3ccccc32)C1=O)Nc1ccc(Br)cc1F (configuration not stated)	1	-6	-4.5	-1.4	-1

no.	BoNT F protease	GDH-TPI counter	BoNT A protease	BioA inh
49	14	3	-1.0	-0.1
50	-7	5	-0.2	/
51	-3	5	-0.3	-0.4
52	-2	3	-0.3	0.7
53	?	-7	-1.4	-0.9
54	-4	-5	-0.7	/
55	9	7	-3.0	1.2
56	-31	9	2.1	5.2
57	-11	3	-4.1	-2.0
58	/	3	/	0.5
